esBAF inh = inhibitors of esBAF chromatin remodeling in mouse ES cells | Bmi1-luciferase knock-in reporter, 24 h; 100% = twice the neutral-well signal | reporter increase, % at 12.5 µM | actives 2% (n = 350,000); in the data active = activation above about 40%; inconclusive = no clear call, values can overlap the other calls;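 also: 0% = median of the plate's neutral control wells and 100% = double that signal; a rise in the Bmi1 reporter signal indicates esBAF inhibition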
RAD54 branch = blocks human RAD54 Holliday junction branch migration; AID 602329; actives 0.14% (n = 360,000); inhibition, % at 10.4 µM; FAM/BHQ fluorescence; Q92698;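 active = mean normalized replicate activity at least 40 and at least half of replicates scoring 40 or more; inconclusive = only one of the two criteria met; inactive = mean below 40 and under half of replicates reaching 40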;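 also: 0% = median of neutral control wells and 100% = median of positive control wells; inhibitors cause a drop in the FAM fluorescence signal; in these data hits start at about 50%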
Target sequence (Q92698 whole entry, looked up): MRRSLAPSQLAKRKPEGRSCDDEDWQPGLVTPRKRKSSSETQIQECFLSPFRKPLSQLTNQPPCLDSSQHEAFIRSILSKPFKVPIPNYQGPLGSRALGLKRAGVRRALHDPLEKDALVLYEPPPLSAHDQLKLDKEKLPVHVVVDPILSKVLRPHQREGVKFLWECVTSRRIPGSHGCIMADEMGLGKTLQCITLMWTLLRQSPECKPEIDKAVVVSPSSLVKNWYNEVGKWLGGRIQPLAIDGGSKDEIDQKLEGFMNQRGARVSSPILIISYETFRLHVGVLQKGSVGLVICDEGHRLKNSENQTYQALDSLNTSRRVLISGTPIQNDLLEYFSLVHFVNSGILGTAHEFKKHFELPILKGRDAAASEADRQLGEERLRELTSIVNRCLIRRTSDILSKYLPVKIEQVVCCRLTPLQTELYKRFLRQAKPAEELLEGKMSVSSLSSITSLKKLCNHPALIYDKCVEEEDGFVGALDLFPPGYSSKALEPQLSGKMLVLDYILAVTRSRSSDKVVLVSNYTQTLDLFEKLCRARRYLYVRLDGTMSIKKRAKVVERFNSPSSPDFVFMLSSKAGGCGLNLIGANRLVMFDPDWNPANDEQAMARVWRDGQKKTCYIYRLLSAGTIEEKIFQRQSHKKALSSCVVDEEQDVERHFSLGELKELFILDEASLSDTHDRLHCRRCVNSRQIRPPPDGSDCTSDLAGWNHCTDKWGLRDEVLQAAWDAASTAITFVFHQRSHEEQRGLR
* hit, by the source's call; i = inactive; ? = inconclusive.

Molecule | esBAF inh | RAD54 branch
Cc1[nH]c2ccccc2c1/C=C/c1cc[n+](C)cc1 | 11 | i
Cc1nc2ccccc2c2oc(C(=O)N3CCC(N4CCCCC4)CC3)cc12 | 8 | 67*
O=C1CCCc2sc3c(c2N1)CCCCC3 | -5 | -3
Cc1nc(CS(=O)(=O)c2ccccc2)cc(Sc2ccccc2Cl)n1 | 30 | 0
Cn1c(=Nc2ccc(N3CCOCC3)cc2)ccc2ccccc21 | -8 | 1
O=C(NCC1OCCc2ccccc21)c1ccco1 (centres undefined) | 6 | 4
COC(=O)c1ccc(NC(=S)NC2CCCCC2)cc1 | 40 | -1
CCCCn1c(C)cc(C)c(S(=O)(=O)c2ccccc2C)c1=O | -2 | -6
COc1cc2c(cc1OC)CN(CC(=O)Nc1cccc(C)c1)CC2 | -3 | 0
c1ccc(C[n+]2cccc3c4ccccc4ccc32)cc1 | -37 | 42
COCCCNC(=O)COc1cc(C)c(Cl)c(C)c1 | 4 | -12
CC(=O)Nc1ccc(S(=O)(=O)N(Cc2ccccc2)C(C)C)cc1 | -40 | 2
CCn1c(=O)n(CC(=O)Nc2cccc(OC)c2)c(=O)c2ccccc21 | 0 | 0
CCOc1cc(C)c(C(C)C)cc1S(=O)(=O)N1CCN(C)CC1 | -2 | -2
Cc1ccc(S(=O)(=O)NNC(=O)c2snnc2C)cc1 | -3 | 1
Cc1cc2cc3c(cc2nc1SCC(=O)OC(C)C)OCO3 | -11 | 5
COc1ccc(C(C)=O)cc1CSc1nc2cc(Cl)ccc2o1 | -5 | 3
O=C(CCN1C(=O)C2CC=C(Cl)CC2C1=O)NC1CCCCC1 (centres undefined) | -5 | 10
O=C(NC1CCCC1)c1ccc(S(=O)(=O)N2CCOCC2)cc1 | 5 | -4
Cc1oc(-c2cccc(Cl)c2)nc1CN1CCC(C(=O)NCc2ccco2)CC1 | -4 | -17
CC1CN(CCc2ccccc2)c2nc3c(c(=O)[nH]c(=O)n3C)n2C1 (centres undefined) | 0 | -1
CCOC(=O)CC(=O)CSc1nc2sc(C)cc2c(=O)n1Cc1ccco1 | 1 | -4
CCOC(=O)c1cnc2ccc(OCC)cc2c1N1CCN(C)CC1 | -3 | 16
O=C(O)CC1NC(=S)N(c2ccccc2)C1=O (centres undefined) | 0 | -10
O=C(NCCc1ccccc1)c1cc(-c2ccc3c(c2)OCO3)on1 | 14 | 1

Structural class, those above containing a halogen
Molecule | esBAF inh | RAD54 branch
Cc1nc(CS(=O)(=O)c2ccccc2)cc(Sc2ccccc2Cl)n1 | 30 | 0
COCCCNC(=O)COc1cc(C)c(Cl)c(C)c1 | 4 | -12
COc1ccc(C(C)=O)cc1CSc1nc2cc(Cl)ccc2o1 | -5 | 3
O=C(CCN1C(=O)C2CC=C(Cl)CC2C1=O)NC1CCCCC1 (centres undefined) | -5 | 10
Cc1oc(-c2cccc(Cl)c2)nc1CN1CCC(C(=O)NCc2ccco2)CC1 | -4 | -17

(further entries)
Molecule | esBAF inh | RAD54 branch
COC(=O)C1C2CCC(C2)C1C(=O)OCC(=O)c1ccc(C)cc1 (centres undefined) | 13 | -1
COC(=O)c1cc(-c2cccc(OC)c2)n[nH]1 | 22 | 15
Clc1ccc(-n2c(SCc3nc4ccccc4[nH]3)nnc2-c2ccncc2)cc1 | -2 | 8
CCN(CC)C(=O)NCc1c(C)cc(C)cc1C | 1 | 3
COc1nc(Oc2ccc(C(=O)OCC(N)=O)cc2)nc(N(C)C)n1 | -2 | 6
Cc1cccc2cc3c(NC(=O)c4ccccn4)nn(C)c3nc12 | -9 | 0
Cc1cc(C(=O)N=Nc2c(O)n(C(C)C)c3ccccc23)n[nH]1 | 14 | 3
CCc1nnc(NC(=O)CSc2nc3ccccc3c(=O)n2CCCOC)s1 | 10 | -1
O=C(Nc1ccc(Oc2ccc3ccccc3c2)cc1)c1ccco1 | 5 | -5
CCCn1c(=O)c2ccccc2n2c(SCC(=O)Nc3cc(C)on3)nnc12 | -7 | 6
CSc1ccccc1NC(=O)COc1ccccc1Cl | 23 | -13
CC1CN(S(=O)(=O)c2cccc3nsnc23)CC(C)O1 (centres undefined) | -3 | 17
CCCCOc1ccc(NC(=O)c2cnc(C)cn2)cc1 | 58* | 5
COC1(OC)N=C(N)C2(C#N)C(c3ccc4c(c3)OCO4)C12C#N (centres undefined) | -2 | -11
Cc1ccc2nc(SCc3nnc(-c4cccs4)o3)[nH]c2c1 | -10 | -4
O=C(O)Cn1c(-c2ccccc2)nc2ccccc21 | -11 | -2
CCC(C)(C)NC(=O)CN(C(=O)CCC(=O)Nc1ccccn1)c1ccc(F)c(Cl)c1 | -8 | -14
CCCC(=O)Nc1nnc(-c2cccc(OCC)c2)s1 | ? | -2
O=C(Nc1cc(C(F)(F)F)ccc1Cl)c1cc(C2CC2)on1 | 5 | -11
O=C(CCc1ccccc1)Nc1ncc2c(n1)CCCC2=O | 2 | 2
CC(C)CNC(=O)c1c2c(nc3ccccc13)-c1ccccc1CC2 | -6 | -14
O=C(c1cccc(F)c1)N1CCC(O)(c2cccnc2)CC1 | -6 | 5
CCOC(=O)c1cc2c(=O)n3cccc(C)c3nc2n(Cc2ccco2)c1=NC(=O)c1cccnc1 | -2 | 23
COC(=O)c1ccc(CSc2nnc(Nc3cccc(OC)c3)s2)o1 | 2 | -3
COc1cc(NC(=O)C2CCCO2)c(OC)cc1NC(=O)c1ccccc1 (centres undefined) | 11 | -16

Molecule | esBAF inh | RAD54 branch
O=S(=O)(NCC1CCCO1)c1ccc(Br)s1 (centres undefined) | 3 | -13
CCOc1ccc(C(=O)CN2CCN(S(=O)(=O)c3ccc(OC)cc3)CC2)cc1 | 2 | -9
Cc1cc(=O)oc2cc(NC(=O)c3ccnn3C)ccc12 | 26 | -2
CCOCCc1nnc(NC(=O)CN2C(=O)c3ccccc3C2=O)s1 | 1 | 1
CCc1cccc(NS(=O)(=O)c2ccc3c(c2)oc(=O)n3C)c1 | -3 | 9
O=S(=O)(N1CCCCC1)N1CCN(CC(O)COc2ccc3cc(Br)ccc3c2)CC1 (centres undefined) | 7 | 9
COc1ccc(N2CCCn3c2nc2c3c(=O)n(CCN3CCOCC3)c(=O)n2C)cc1 | -3 | 7
C=CCOc1c(CNc2cccc(C(=O)O)c2)cccc1OCC | 4 | -8
CSc1nc2ccccc2cc1/C=C(\C#N)c1ccccc1 | -7 | 5
O=C(NN=C1C2CC3CC(C2)CC1C3)c1cc(Cl)ccc1O | 2 | -14
CC(C)(C)n1ncc2c(=O)n(CC(=O)NCc3ccco3)cnc21 | -6 | 0
O=C(NCCN1CCOCC1)c1ccccc1Oc1ccccc1 | -3 | -15
Cc1nc2nc(COc3ccccc3)[nH]n2c(=O)c1Cl | -4 | -4
CCc1nc2ccccc2n1Cc1cc(=O)n2cc(C)ccc2n1 | 7 | 8
CCN(CC)C(=O)COc1ccc(-c2ccccc2)cc1 | 50* | 6
O=C(Cc1coc2ccc3ccccc3c12)N1CCN(c2ncccn2)CC1 | 8 | 3
CN(C)CCNc1nc(-c2ccccc2)nnc1C(F)(F)F | -4 | -5
COc1ccc(C(c2nnnn2CC2CCCO2)N2CCN(c3ccccc3)CC2)cc1 (centres undefined) | -4 | -1
O=[N+]([O-])c1cc(S(=O)(=O)N2CCCC2)ccc1N/N=C/c1cccs1 | -10 | -11
Cc1cc(=O)oc(C)c1C(=O)Nc1ccc2nsnc2c1 | -11 | -7
O=C(CCCc1ccccc1)NCc1cccnc1 | 0 | 11
Cc1ccc2c(CN3CCN(S(=O)(=O)c4ccc5c(c4)OCCO5)CC3)cc(=O)oc2c1C | 0 | 4
Cc1ccc(S(=O)(=O)N2[C@@H](c3ccc(Cl)c(Cl)c3)C(C(=O)O)=C[C@H]2C(C)(C)C)cc1 | 0 | -19
CN(C(=O)c1ccno1)c1nnc(-c2cnccn2)s1 | 8 | 2
O=C(OC1CCCCC1)c1ccc(NC(=O)c2ccco2)cc1 | 60* | -1

Molecule | esBAF inh | RAD54 branch
COc1ccc(S(=O)(=O)NCCSCc2cccs2)cc1 | 2 | 3
COc1ccc(C2=C(C=Nc3c(C)n(C)n(-c4ccccc4)c3=O)C(c3ccccc3C)c3ccccc3O2)cc1OC (centres undefined) | -4 | -16
COC(=O)c1sc2ccccc2c1-n1cccc1C(=O)C(=O)Nc1ccc(Cl)cc1 | -3 | 0
OC1CCCN(Cc2ccc3ccc4cccc5ccc2c3c45)C1 (centres undefined) | -7 | 91*
CCC(C)NS(=O)(=O)c1ccc(OCC(=O)NCc2ccc3c(c2)OCO3)cc1 (centres undefined) | 5 | 1
COC(=O)c1sc2nc(N3CCCCC3)c3c(c2c1N)CCCC3 | -9 | 5
O=C(c1ccccc1)c1cc[n+]([O-])cc1 | 0 | 5
C=CCN(C(=O)Cn1c(C(=O)OC)cc2oc(C)cc21)c1ccccc1 | -11 | -4
O=C(CSc1ncnc2c1oc1ccccc12)NCc1ccco1 | 11 | -13
S=C(Nc1ccc(Cl)cc1)c1nc2ccccc2s1 | 35 | -2
Cc1ccnc(SCC(=O)n2c3c(c4ccccc42)CC(C)CC3)n1 (centres undefined) | 1 | 3
CCOc1cc(C(=O)NC)cc(OCC)c1OCC | -13 | -13
CCOC(=O)N1CCN(C2CC(=O)N(c3ccc(F)cc3)C2=O)CC1 (centres undefined) | -3 | -4
CC(=O)Nc1ccc(S(=O)(=O)N[C@@H](C)C(=O)Nc2ccc(N3CCOCC3)cc2)cc1 | -9 | 4
C=CCc1cc(/C=N/n2cnnc2)cc(OCC)c1O | 1 | -6
Cc1noc(/C=C/N(C)C)c1S(=O)(=O)N1CCCC(C(=O)NC(C)c2ccccc2)C1 (centres undefined) | 8 | 7
CC(=O)Oc1ccc(-c2cccc(C(=O)NCC(=O)O)c2)cc1 | -5 | -2
O=C(O)CC(C(=O)O)c1cn(Cc2ccccc2)c2ccccc12 (centres undefined) | -8 | -2
Cc1ccc(-n2nc(C)c3cc(C(=O)O)sc32)cc1 | 6 | 4
Nc1c(C(=O)Nc2ccccc2F)sc2nc(-c3ccco3)ccc12 | -3 | 0
COc1ccc(-n2nnnc2SCC(N)=O)cc1 | -10 | -5
CCn1c(-c2nn(C)c(C)c2Cl)n[nH]c1=S | -4 | -11
O=C(Nc1ccccc1Cl)N1CCN(c2ccc3nnc(-c4ccc(F)cc4)n3n2)CC1 | 0 | -2
CC(C)C(NC(=O)CNC(=O)OC(C)(C)C)C(=O)NCc1ccccc1 (centres undefined) | 12 | -14
COc1ccc(C2/C(=C(\O)c3ccc4c(c3)OCCO4)C(=O)C(=O)N2Cc2ccco2)c(OC)c1 (centres undefined) | -6 | -5

Molecule | esBAF inh | RAD54 branch
O=c1c2ccccc2c(C=Nc2ccc(Cl)cn2)c(O)n1-c1cc(Cl)ccc1N1CCOCC1 | -6 | -10
O=C(COc1ccc(Cl)cc1Cl)NCCSc1ccc(Cl)cc1 | -2 | -7
CCC(=O)Nc1cc(C(=O)NCC2CCCN2CC)c(OC)cc1N(C)C (centres undefined) | -5 | -4
CC(C)COC(=O)Cc1c(O)c2ccccc2[nH]c1=O | -5 | -14
Cc1ccccc1OCCOc1cccc(/C=N/NC(=O)Cc2nnc(N)s2)c1 | 36 | 7
CCOc1ccc(S(=O)(=O)Nc2cc(C)ccn2)c2ccccc12 | -2 | 1
CCc1c(C)sc(NC(=O)c2cc(C)on2)c1C#N | 13 | 1
c1ccc(-c2cc3c(-n4cccc4)ncnc3o2)cc1 | 13 | -6
COc1cccc(CNS(=O)(=O)c2ccc3c(c2)C(C)(C)C(=O)N3C)c1 | -9 | -6
Cc1ccc(NC(=O)c2ccco2)cc1NC(=O)CSc1nnc(-c2cccs2)n1C | 2 | -4
CCc1nnc(NC(=O)CSc2nnc(Cc3ccc(OC)cc3)o2)s1 | 4 | -6
Cn1c(SCC(=O)N2CCOCC2)nnc1-c1cccc(NC(=O)c2ccccc2)c1 | -5 | 6
Cc1ccc(-c2nc3ccccc3s2)cc1NC(=S)NC(=O)c1ccccc1 | 24 | 4
CN1CCN(C(=O)/C(=C\c2ccccc2)c2ccccc2)CC1 | -1 | 4
COC(=O)C1=C(CN2CCc3ccccc32)NC(=O)NC1c1cc(C)ccc1C (centres undefined) | 9 | -3
CC(NC(=O)c1cccs1)C(c1cccs1)N1CCN(Cc2ccccc2)CC1 (centres undefined) | 1 | -1
COc1ccc(N2CCN(C(=O)CCc3ccc(S(=O)(=O)NCC(C)C)cc3)CC2)cc1 | -4 | -6
Cc1ccc(NC(=O)CCSc2nnc3ccccn23)cc1 | 2 | -7
Cc1ccc(NC(=O)c2cc3c(s2)CCC3)cc1S(=O)(=O)N1CCOCC1 | 25 | 13
CCN(CC)c1ccc(/C=N/n2c(C)cc(C)cc2=O)cc1 | 2 | 0
Cc1ccc(S(=O)(=O)Nc2ccc(N3CCOCC3)cc2)cc1 | -7 | 5
CO/N=C/c1ccc(Sc2ccccc2N)c([N+](=O)[O-])c1 | -2 | -3
CCCCOC(=O)N1CCOCCOCCN(C(=O)OCCCC)CCOCCOCC1 | 14 | -11

Single records, as listed above. Order of screens: esBAF inh | RAD54 branch
`O=c1c2ccccc2c(C=Nc2ccc(Cl)cn2)c(O)n1-c1cc(Cl)ccc1N1CCOCC1` across the screens: -6 | -10
`CCOc1cc(C(=O)NC)cc(OCC)c1OCC` across the screens: -13 | -13
`O=[N+]([O-])c1cc(S(=O)(=O)N2CCCC2)ccc1N/N=C/c1cccs1` across the screens: -10 | -11
`O=C(NCCc1ccccc1)c1cc(-c2ccc3c(c2)OCO3)on1` across the screens: 14 | 1
`CCCn1c(=O)c2ccccc2n2c(SCC(=O)Nc3cc(C)on3)nnc12` across the screens: -7 | 6

The list is partial, so the mix of outcomes need not match the whole.
